High-throughput results: PubChem BioAssay, National Center for Advancing Translational Sciences (NCATS)
Pf Dd2 inh = inhibitors of Plasmodium falciparum Dd2 growth. actives 4.3% (n = 120,000). Potency, µM (doses to about 28.9 µM), inactives show at the top dose activity, negative = inhibition, hits mostly inhibitors. P. falciparum Dd2 growth, SYBR Green, 72 h; active means well fitted inhibition curve with a large enough effect; inconclusive means small, poorly fitted or top-dose-only effect; inactive means no such curve, though single readings can be large or run the other way;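 further: plate controls were DMSO vehicle for no effect and reference drug for full effect; nearly all actives have a fitted effect of over 65% in size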
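Infected erythrocytes (Dd2, 0.3% parasitemia, 2.5% hematocrit final) are added to compound in RPMI-1640/Albumax II medium, grown 72 h at 37C in low oxygen, then lysed with saponin/Triton-X containing SYBR Green and read by fluorescence.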
Starred values were filed as active, the others as inactive; i = inactive; ? = inconclusive; [ ] = another dose, or the depositor's remark. Potency means the concentration at half of the fitted maximal effect. Not all compounds are listed. The share of hits here may be higher or lower than overall.

SMILES	Pf Dd2 inh
Cc1ccc(NC(=O)C2CCN(S(=O)(=O)c3cc(-c4noc(C)n4)ccc3C)CC2)c(C)c1	?
COCCn1nc2n(c1=O)CCN(C(=O)c1ccc(OC)cc1OC)CC2	i
Cc1cccc(-n2nnc(-c3nc(-c4cccs4)no3)c2N)c1	?
Cn1cccc1C(=O)NC[C@H]1O[C@@H](CO)[C@@H](O)[C@H]1N1CCOCC1	i
Cc1ccc(-c2cn3c(n2)N(C(=O)C2CCCO2)CCC3)cc1 (configuration not stated)	i
COCCCNC(=O)CCn1c(=O)c2ccccc2n(CC(=O)Nc2c(C)cc(C)cc2C)c1=O	23%
CCC(CC)C(=O)NCCc1noc(C)n1	1%
O=C(NC1CCN(c2ccc(F)cc2)C1=O)c1ccccc1Cl (configuration not stated)	-8%
COCC(=O)N[C@H]1C[C@H]2C(=O)Nc3ccc(-c4cccs4)cc3C(=O)N2C1	-19%[44.1 µM]
COC1CCC12CCN(C(=O)COc1ccccc1)CC2 (configuration not stated)	i
Oc1c(C(c2ccccc2)N2CCN(Cc3ccccc3)CC2)sc2nc(-c3ccco3)nn12 (configuration not stated)	43%[activator]
O=C(COc1ccc(Cl)cc1)N1CCN(c2cc(-c3cccs3)[nH]n2)CC1	i
O=C(COc1cccc(-c2nnc3n2CCCC3)c1)NCc1ccc(F)cc1	-9%
CC(C)C[C@@H]1N[C@H](C(=O)NCCN(C)C)Cc2c[nH]c3cccc1c23	?
CCOC(=O)c1cc(CC)sc1NC(=O)COc1ccccc1C	17%
COc1ccc(CCNC(=O)c2cnc3ccc(C)cn3c2=O)cc1OC	25%
CC(=O)Nc1ccc(CN2Cc3[nH]cnc3C[C@H]2C(=O)NCc2ccc(C(F)(F)F)cc2)cc1	?
Cn1cc(CCC(=O)N2CCN(Cc3ccccc3)CC(O)C2)cn1 (configuration not stated)	-19%
COCCCNC(=O)C1CC(=O)N(c2n[nH]c3cc(Br)ccc23)C1 (configuration not stated)	4%
Cn1cc(-c2cnc3[nH]cc(CC(=O)Nc4cccc(OC(F)(F)F)c4)c3c2)cn1	i
O=Cc1ccc(-c2ccc(O)cc2)cc1	3%[44.1 µM]
CC(C)CCN1CCc2[nH]nc(C(=O)N(C)Cc3cccnc3)c2C1	i
O=C(C1CCCCn2nnnc21)N1CCc2nc(-c3cccnc3)[nH]c2C1 (configuration not stated)	6%
COc1cc(Cl)ccc1C(=O)N1CCC2(CC1)CC(O)CCO2 (configuration not stated)	-11%
CC(=O)Nc1ccc(NC[C@@H]2C=C(C)[C@H](Cc3nnc(C)o3)C[C@H]2C(C)C)cn1	?
CC(C)NC(=O)C1Cn2cccc2C(=O)N1Cc1ccccc1 (configuration not stated)	45%
CCC(=O)N1C[C@@H]2CCCN3CCC[C@@H]([C@H]23)[C@H]1CCCC(=O)Nc1ccccc1	-16%
COc1ccc(OC)c(C2CC(=O)c3c([nH]c(C(=O)OC4CCC(C)CC4)c3C)C2)c1 (configuration not stated)	10µM*
O=C(NCCC1=CCCCC1)c1cn(CCCc2ccccc2)nn1	-10%
COc1cccc(C(=O)N2CCC(N3C(=O)CCC3C(=O)NCc3ccccc3)CC2)c1 (configuration not stated)	23%
CCc1cccc(-n2c(=O)c3cccnc3n2CC(=O)Nc2ccc(OC)c(Cl)c2)c1	-9%
Cc1cccc(N2CCN(C(=O)Cn3c(-c4cccs4)cc4ccccc43)CC2)c1C	?
O=C(Nc1ccccc1)N1CCCCC1c1nc(-c2cnccn2)n[nH]1 (configuration not stated)	-10%
Cc1cc(C)cc(NC(=O)N2CCC(N3CCN(Cc4ccccc4)C(=O)C3=O)CC2)c1	-5%
COc1ccc(OCCn2nnc3sc4c(c3c2=O)CCC(C(C)(C)C)C4)cc1 (configuration not stated)	-3%
O=C(NCC1CN([S+](=O)([O-])c2cccnc2)CC12CN(c1ccccc1)C2)Nc1ccccc1 (configuration not stated)	i
Cc1ccccc1S(=O)(=O)N1CCCC(CCC(=O)NC2CC2)C1 (configuration not stated)	-10%
O=C(NCc1ccc(Cl)cc1)C(=O)NCC(c1ccc2c(c1)OCO2)N1CCOCC1 (configuration not stated)	-18%
CC(=O)NC1(C)CCCN(Cc2cc(-c3cccc(N(C)C)c3)cs2)C1 (configuration not stated)	?
CCc1cccc(NCc2ccccc2-c2nnc(-c3ccccc3Cl)o2)c1	?
COc1ccc(NC(=O)Cn2c(-c3ccc(F)cc3)cc(C(C)=O)c2C)c(OC)c1	i
COCCc1nncn1C1CCN(C(=O)c2ccc(F)c(Cl)c2)CC1	-12%
O=C(Nc1ccc(F)cc1)[C@@H]1C[C@@H](c2cccc(C(F)(F)F)c2)N(CC2CCOCC2)C1	-36%
COc1ccc(NC(=O)CC2CCOCC2)cc1	32%[activator]
CSCC(=O)N1CC[C@H](NC(=O)NC2CCCCC2)[C@H]1C(=O)N[C@H](Cc1c[nH]c2ccccc12)C(N)=O	-1%
CO[C@H]1C(=O)N(C(C)C)[C@H]1C1CCN(C(=O)Nc2ccccc2F)CC1	-16%
COC(=O)c1ccc2nc(CO[C@H]3CN(C(=O)c4ccccc4)C[C@H]3F)[nH]c2c1	?
COc1ccc(-c2cc(N3CCC(NC(=O)c4ccc(C)c(F)c4)CC3)n[nH]2)cc1	?
CN(C(=O)c1ccccc1)C1CCc2ccccc21 (configuration not stated)	i
Cc1ccc(NC(=O)N2CCCC(Cn3cnc4cccnc43)C2)cc1F (configuration not stated)	-25%

Next section.
SMILES	Pf Dd2 inh
CCc1nc2c(c(-c3ccc(O)cc3)n1)CN(Cc1ccc(OC)cc1)CC2	-17%
Cc1cc(NC(=O)c2cccn2-c2nnc(N3CCCCC3)s2)ccc1Br	14%
COc1ccc(NC(=O)N2CCn3nnc(CCC(=O)N4CCOCC4)c3C2)cc1	-8%
Cc1nn(C)c2c1c(C(F)(F)F)cc(=O)n2CC(=O)N1CCCCC1C (configuration not stated)	-13%
O=C(NCC1CCCN(Cc2ncccn2)C1)c1ccc(-c2ccccc2)cc1 (configuration not stated)	?
OCc1cccc(-c2ccc3ncc(Nc4cccc(F)c4)n3n2)c1	i
COc1ccc(CN2C=C(C(=O)O)C(C)=NS2(=O)=O)cc1F	-12%
COc1ccc(C2Cn3nnc(C(=O)N4CCC(C(=O)NCC5CCCCC5)CC4)c3CO2)cc1 (configuration not stated)	i
CCn1nc(C)c(CNC(=O)CCC[C@@H]2[C@H]3CCCN4CCC[C@@H](CN2C)[C@@H]34)c1C	i
COc1ccc(CN2CC[C@@H]3[C@H]2C(=O)NC[C@H](CCC(=O)N2CCN(c4ccccn4)CC2)N3C)cc1	-12%
CN1CC(=O)N(c2cccnc2)Cc2c1ncnc2N1CCN(c2ccccn2)CC1	-15%
CC(C)Cn1cc2c3c(cccc31)CNCC2	-15%
COCCNC(=O)[C@@H]1C[C@H](Oc2ccccc2)CN1C(=O)c1cccc(C)c1	9%
Cc1nc(CN2C(=O)OC3(CCN(CCCc4ccccc4)CC3)C2(C)c2ccccc2)cs1 (configuration not stated)	i
COc1ccc(C(=O)N2CCC(c3nc4ccccc4o3)CC2)cc1	38%[activator]
COc1cc(CCC(=O)N2CCc3nn(Cc4ccccc4)c(=O)n3CC2)on1	i
CC(=O)N[C@H]1C[C@@H](c2nc(-c3ccccc3)no2)N(C)C1	?
COCCN1CC(CO)C2(CCN(Cc3cc(F)c(F)cc3F)CC2)C1 (configuration not stated)	?
COc1ccc(NC(=O)c2c(-c3ccc(C)cc3)nnc3ccccc23)cc1Cl	22%
O=C(CCCc1ccccc1)N1CCn2c(nnc2[C@@H]2C[C@@H](O)CN2Cc2ccccc2)C1	-5%
Cc1ccc(-c2nonc2NC(=O)c2ccc(F)cc2)cc1C	32%[activator]
Cc1ccc(C)c(NC(=O)c2cc(S(=O)(=O)N3CCc4ccccc4C3)ccc2F)c1	2%
COc1cc(F)ccc1CNCc1cccnc1N1CCOCC1	?
Cc1ccc(Cl)cc1N1CCN(CCCNC(=O)c2ccc3nc(N4CCCCC4)sc3c2)CC1	i
COCCNC(=O)c1ccc2c(c1)N(C)C(CC(=O)NCc1ccncc1)CO2 (configuration not stated)	-2%
O=C(Nc1ccccc1)C1CC(=O)N(c2n[nH]c3cc(Br)ccc23)C1 (configuration not stated)	10%
CC(=O)c1ccc(S(=O)(=O)N2CCn3cccc3C2c2ccc(C)cc2)cc1 (configuration not stated)	-20%
COc1ccc(Cl)cc1NC(=O)CCS(=O)(=O)c1nc(-c2cccs2)cc(C(F)(F)F)n1	-3%
COc1cccc(CNC(=O)[C@@H]2C[C@@H](O)CN2C2CCN(C(=O)c3ccccc3OC)CC2)c1	?
COc1cccc(C(=O)Nc2ccc3c(c2)CN(Cc2cccc(OC)c2OC)C(=O)CO3)c1	?
COc1ccc(C2C=C(c3ccccc3)Nc3nc(NC(=O)c4cccc([N+](=O)[O-])c4)nn32)cc1 (configuration not stated)	8.9µM*
Cc1ccc(C2(O)CCN(c3nc(C)ccc3C(N)=O)CC2)nc1	5%
O=C(COc1ccccc1)Nc1nnc2n1CCS2	7%
CCN(CC)C(=O)C1CCCCC(=O)N1C (configuration not stated)	-20%
Cc1ccccc1-n1nc(C)c([C@H]2C=C[C@@H](OC(=O)NC(C)C)C2)c1C	i
COC(=O)c1nc(NC(=O)Cn2nc3c(cc2=O)CCCCC3)sc1C(C)C	-21%
CCOC(=O)c1ccc(N2C(=O)c3n[nH]c(-c4cccs4)c3C2c2cccc(OC)c2)cc1 (configuration not stated)	3.5µM*
CC1CCC2(CC1)NC(=O)N(CC(=O)NC1CCCC1)C2=O (configuration not stated)	i
COc1cccc(CNS(=O)(=O)c2ccc3c(c2)C(C(C)C)C(=O)N3)c1 (configuration not stated)	?
Cc1ncsc1CCN(C)C(=O)c1cc(=O)[nH]c(=O)[nH]1	1%
CCCCOC(=O)/C(C#N)=C\c1ccc(-c2ccc(Cl)cc2)o1	42%[activator]
COc1cc(NC(=O)CSc2ccc(-c3ccccn3)nn2)cc(OC)c1	?
Cc1cc(C(=O)N2CCOCC2)c2c(C3CCCN3)noc2n1 (configuration not stated)	9%
CCc1cccc(NC(=O)c2c(C)oc3ncnc(N4CCCCC4)c23)c1	-10%
CCOc1ccc2ncc3c(-c4ccccc4)nn(CC(=O)Nc4cccc(F)c4)c3c2c1	?
O[C@@H]1C[C@@H](c2nc(-c3cccnc3)no2)N(Cc2cc3ccccc3o2)C1	-15%[44.1 µM]
O=C(CSc1nc(=O)[nH]c2c1CCC2)NCc1ccc(Cl)cc1	2%
COCCC(=O)N1C[C@@H]2CCCN3CCC[C@@H]([C@H]23)[C@H]1CCCC(=O)Nc1ccccc1	-17%
COCCCN1CC2(CCN(C(=O)c3ccccc3N(C)C)CC2)CC1=O	-4%
Cc1nn(-c2ccc(F)cc2)c(C)c1[C@@H]1C=C[C@@H](NC(=O)NC(C)C)C1	8.9µM*

(more compounds)
SMILES	Pf Dd2 inh
COc1cccc(CN2CCc3c(cc(C(=O)N(C)C)n3C)C2)c1	-15%
Cc1cccc(NC(=O)N2[C@H]3CC[C@@H]2c2cnc(C)nc2C3)c1	17%
Cc1cc(C)n(Cc2c(C(=O)NCC3Cn4cccc4C(=O)N3C)noc2C)n1 (configuration not stated)	i
COc1ccccc1CCC(=O)N1C[C@@H](C)[C@](O)(C2CC2)C1	-14%
CC(C)(C)c1cc(C(=O)NCc2cccnc2)nn2cccc12	-12%
COc1ccc(-c2noc(N3CCC(C(=O)Nc4cccc(C)c4C)CC3)n2)cc1	-2%
COCCN1Cc2ccc(NCC(C)C)nc2C(C)(C(=O)Nc2ccncc2)C1 (configuration not stated)	?
COc1cccc(-c2cc(C(=O)N3CCC(Cn4cccn4)CC3)[nH]n2)c1	-27%
CNC(=O)CC1=C2CCCCC2N(C)C1=O (configuration not stated)	-7%
COc1ccc(NC(=O)CCn2c(=O)c3cccn3c3ccccc32)c(OC)c1	i
CC(C)c1cccc(NC(=O)CN2C(=O)NC3(CCS(=O)(=O)CC3)C2=O)c1	i
COc1cccc(/C=C/c2nc3ccccc3c(=O)n2-c2ccc(Cl)cc2)c1OC	i
CCOC(=O)c1ccccc1NC(=O)CN(c1cc(C(F)(F)F)ccc1Cl)S(C)(=O)=O	i
